Bioassay records (PubChem)
mHTT-CaM PPI inh: inhibitors of human mutant huntingtin-calmodulin interaction; inhibition, % at 15 µM; AID 1671202; AlphaScreen His-mHTT/GST-CaM binding, luminescence; 190,000 compounds, 3.6% hits;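 further: 0% = both proteins with DMSO and 100% = one protein alone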
Pf apPOL inh: Pf-apPOL DNA polymerase inhibition | inhibition, % at 10 µM | Recombinant Pf-apPOL, molecular beacon fluorescence, 1.5 h | 210,000 compounds, 0.25% hits
Numbers without * were called inactive; . = not tested or not shown; & = joins results of further samples. No stated cut-off is given here; in the data, active means inhibition above about 50%; inactive means the rest.

Structure,mHTT-CaM PPI inh,Pf apPOL inh
CC1=C(C(=O)Nc2ccc(C)cc2C)C(c2ccc(N(C)C)cc2)n2nnnc2N1 (stereo unspecified),24.0,-5.9
Cc1ccc(Sc2c(C)nn(S(=O)(=O)c3ccc(F)cc3)c2C)cc1,-10.0,-6.3
O=C(Cc1csc(Nc2ncccn2)n1)NCc1cccs1,-7.4,-1.9
O=C(NC1CCCCC1)c1ccc([N+](=O)[O-])o1,-6.8,-1.7
CCC(C)(C)NC(=S)NN=Cc1ccccc1SC(C)(C)C,.,-4.7&-1.9
CCOC(=O)Cc1csc(COc2ccc(C3SCCS3)cc2)n1,.,-3.7
COc1ccc(C(=O)N2CCCC(c3cccc(C(=O)NCc4ccco4)c3)C2)cc1 (stereo unspecified),33.0,0.7
O=C(CC1CCCC1)N1CCC(O)(c2ccccc2)C(N2CCCC2)C1 (stereo unspecified),76.9*,0.7
O=C(CN1CCN(c2ccccc2)CC1)NC1C2CC3CC(C2)CC1C3 (stereo unspecified),40.4,-5.7
CN(C)C(=N)c1n[nH]nc1SCc1ccccc1,3.0,-4.8
C=CCNC(=O)C1CC(=O)N(c2ccc(OCC(=O)Nc3ccc(OC)cc3)cc2)C1 (stereo unspecified),4.5,-2.7
O=S(=O)(c1ccc(F)c(Cl)c1)N1CCc2nc(-c3ccccc3)ncc2C1,-4.4,3.4
CN(Cc1ccccc1)S(=O)(=O)c1ccc(F)c(C(=O)O)c1,-1.0,0.0
O=[N+]([O-])c1ccc2nc(CSc3nccs3)[nH]c2c1,3.0,10.9
CCCn1c(N2CCOCC2)nc2c1c(=O)[nH]c(=O)n2C,-5.0,-5.2
COCCN(CCOC)c1cc(C)nc(-n2cc([N+](=O)[O-])cn2)n1,-8.0,-4.3
COc1ccc(OC)c(C2N(c3ccccn3)C(=O)C3CCCN32)c1 (stereo unspecified),4.1,-3.2
CCC(=O)Nc1cccc(-c2noc(C3CCN(C(=O)c4ccc(Cl)cc4)CC3)n2)c1,28.0,0.1
N#Cc1ccc(N2CCN(C(=O)c3ccc(Cl)cc3)CC2)nc1,.,-38.8
Cc1c(Cl)cccc1NC(=O)c1noc2c1CCC2,0.0,-4.2
O=C(NC1CCCCC1)c1cnn2c1NC(c1ccc(Br)cc1)CC2C(F)(F)F (stereo unspecified),10.0,1.7
CS(=O)(=O)Nc1cccc2cccnc12,47.0,-3.5
CC(NC(=O)c1ccccc1Cl)c1ccccc1 (stereo unspecified),-9.8,-1.3
CC(=O)Nc1cc(NC(=O)c2cccs2)ccc1Cl,0.7,-2.5
FC(F)(F)c1cc(-c2cccs2)nc(N2CCOCC2)n1,-34.0,-11.4

Four structures already listed, sorted by length of the SMILES, falling.
Structure,mHTT-CaM PPI inh,Pf apPOL inh
COc1ccc(C(=O)N2CCCC(c3cccc(C(=O)NCc4ccco4)c3)C2)cc1 (stereo unspecified),33.0,0.7
COCCN(CCOC)c1cc(C)nc(-n2cc([N+](=O)[O-])cn2)n1,-8.0,-4.3
O=C(Cc1csc(Nc2ncccn2)n1)NCc1cccs1,-7.4,-1.9
Cc1c(Cl)cccc1NC(=O)c1noc2c1CCC2,0.0,-4.2

(next part)
Structure,mHTT-CaM PPI inh,Pf apPOL inh
Cn1nc(C(=O)NCc2ccc3c(c2)OCO3)c2c1CCN(C(=O)c1ccc(F)cc1)C2,51.2*,-13.6
O=C1OC(c2cc(F)c(F)cc2Cl)=N/C1=C\c1ccccc1F,-1.0,-3.6
NC(C(=O)O)c1ccc2ccccc2c1 (stereo unspecified),8.3,-4.3
CCCCNC(=O)C1CCCN(c2nnc3c(Cl)cccn23)C1 (stereo unspecified),5.6,0.3
CCCCN1CCN(C(=O)c2cc3cn(C(C)C)cc3s2)CC1,33.9,-3.5
Cc1c(N=Cc2ccc(N3CCOCC3)o2)c(=O)n(-c2ccccc2)n1C,24.0,-4.2
N=C(N)SC1CS(=O)(=O)CC1O (stereo unspecified),.,1.1
CSc1nc(N)nc(SCc2c(F)cccc2Cl)c1C#N,-19.0,-4.9
Cc1cccc(NC(=O)c2cc3c(CO)cnc(C)c3oc2=Nc2ccc3c(c2)OCO3)c1,0.0,-0.2
CCOc1cc(/C=C2\C(=O)NN(c3ccc(Br)cc3)C2=O)cc(Cl)c1O,35.0,0.8
Clc1ccc(NCc2cccnc2)c(Cl)c1,.,-10.3
O=c1c(Cc2cc([N+](=O)[O-])ccc2O)c(O)nc2n1CCCS2,23.7,-2.3
CCCc1cnc(N2CCN(C(=O)c3cc(C)on3)CC2)nc1,.,-16.9
COc1ccccc1N1CCN(c2ccc(C(=O)Nc3cc(F)cc(F)c3)cc2[N+](=O)[O-])CC1,15.0,-0.1
O=C(c1cccs1)N1CCN(c2ccc(F)cc2)CC1,-5.6,3.0
O=C(Cc1ccc(F)cc1)N1CCN(c2nc(CN3CCCCC3)cs2)CC1,32.4,10.2
Cc1cc(C)cc(-n2ccnc(NC(=O)Nc3ccccc3)c2=O)c1,1.9,-3.6
Cc1ccc(-c2ncc(C(=O)Nc3cccc(Cl)c3)c(-c3ccncc3)n2)cc1,7.8,-0.3
O=S(=O)(NCc1ccccn1)c1ccc2c(c1)OCCO2,-4.7,-4.5
O=C(O)CCC(=O)Nc1ccc(Br)c2cccnc12,3.0&-2.5,-7.7&-13.1
CCCCN(C)CCNC(=O)C1CC(=O)N(Cc2ccc(OC)cc2)C1 (stereo unspecified),-1.8,8.3
O=C(COc1ccc(Br)cc1)Nc1ccccc1N1CCOCC1,-6.5,0.3
O=C(Nc1cc(C(F)(F)F)cc(C(F)(F)F)c1)c1csc([N+](=O)[O-])c1,.,2.0
O=C(c1ccc(S(=O)(=O)N2CCOCC2)o1)N1CCN(c2cccc(Cl)c2)CC1,36.5,-7.6
Cc1ccc(OCCSc2nc3ccccc3n2CC(O)CO)c(C(C)C)c1 (stereo unspecified),31.0,-0.2
COc1ccc(O)c(CNC2CCN(c3ccc(C(=O)Nc4cccc(F)c4)cn3)C2)c1 (stereo unspecified),28.8,-4.0
N#Cc1ccc(CSc2nc(CC(=O)N3CCCc4ccccc43)cc(=O)[nH]2)cc1,-0.6,26.1
O=C(Nc1c(C(=O)NCc2cccnc2)cnn1-c1ccccc1Cl)c1ccccc1Cl,-2.5,3.7
Cn1c(=O)c2c(nc(Sc3ncn(Cc4ccccc4Br)n3)n2C)n(C)c1=O,4.0,-0.5
CC1=C(C(=O)Nc2ccc(C)cc2C)C(c2ccc(Br)cc2)n2ncnc2N1 (stereo unspecified),12.0,-8.6
O=C(C=CSc1ccc(Cl)cc1)c1ccccc1,.,-6.4
Cc1ccccc1C(=O)N1CCN(c2ccc(NC(=O)C(C)(C)C)cn2)CC1,-1.9,-2.4
N#CCCN1c2ccccc2Sc2ccc(Cl)cc21,-6.9,-8.5
CCCCCOc1ccc(/C=c2\sc3nc(=O)c(C)nn3c2=O)cc1OC,4.0,7.2
CCNC(=O)N1CCC(CCOc2cccnc2)CC1,-2.1,0.2
Cn1cnc2c1CN(C(=O)c1ccc(F)c(F)c1)CC2,10.6,-3.9
CCC(=O)c1ccc(OC)cc1OC,.,5.9
COc1ccc(NC2=CC(=O)CC(C)(C)C2)cc1,0.6,-0.9
COc1nccnc1NC1CCN(C(=O)NCCc2ccccc2)CC1,-5.3,-12.2
O=C(O)C1CNC(=O)N1C(=O)OCc1ccccc1 (stereo unspecified),.,-9.6
c1cn2c3c(n1)CCCc3c1cc(C3CCCCC3)ccc12,-28.1,.
C=C[C@@H](C)N(Cc1ccc(OC)cc1)S(=O)(=O)N(Cc1ccccc1)[C@H](C=C)C(C)C,-22.8,0.0
Clc1ccc(Cn2nnc3ccccc32)c(Cl)c1,-35.0,-12.9
c1cncc(-c2noc(C3CCCCC3)n2)c1,-6.4,3.1
CCN(Cc1cn(Cc2ccccc2)nn1)S(=O)(=O)c1ccccc1Br,-3.1,-7.6
O=C(NC(Nc1cccc(Cl)c1Cl)C(=O)c1ccccc1)c1ccco1 (stereo unspecified),0.0,-15.5
CC1=C(C(=O)Nc2ccccc2)C(c2ccc(F)cc2)n2c(s/c(=C\c3ccc(C)o3)c2=O)=N1 (stereo unspecified),66.0*,-4.4
Cc1ccc(Nc2ccc(NC(=O)c3cccs3)cc2)nn1,10.1,-9.9
COc1ccc(N2CC(C(=O)Nc3ccc(C(C)C)cc3)CC2=O)cc1 (stereo unspecified),0.1,-0.6
CC(=O)NC(c1ccc(Cl)cc1)c1cc([N+](=O)[O-])c2cccnc2c1O (stereo unspecified),100.0*,-46.6

More structures follow.
Structure,mHTT-CaM PPI inh,Pf apPOL inh
CCCN1CCN(C(=O)C2CCN(c3cnn(Cc4ccccc4)c(=O)c3)CC2)CC1,7.2,-4.4
CCOc1ccc(NC(=O)c2cccc(S(=O)(=O)N3CCCCCC3)c2)cc1,-1.3,-1.1
NS(=O)(=O)c1ccc(CNC2CC(=O)N(c3ccc(C(=O)O)cc3)C2=O)cc1 (stereo unspecified),-2.4,-4.7
COc1ccccc1OCC(=O)Nc1ccc2c(c1)OCO2,5.2,-11.1
CC(=O)Nc1ccc(-n2c(C)cc(C=O)c2C)cc1,4.7,1.1
COc1ccc(C2SCC(=O)N2c2cccc(C(=O)O)c2)cc1 (stereo unspecified),0.0,-8.8
CCSc1ccccc1C(=O)Nc1sccc1C(=O)NC,2.6,-5.5
CC(O)CN(CC(C)O)CC1CC=CCC1 (stereo unspecified),-0.4,-3.0
CC(C)c1ccc(CNC(=O)C2CCc3nc(N4CCCC4)ncc3C2)cc1 (stereo unspecified),-6.9,-2.3
Cc1ccc(CNC(=O)C2CCCN(c3nc4c(s3)c(C)nn4-c3ccccc3)C2)o1 (stereo unspecified),33.8,-4.2
CC1=C(C(=O)Nc2ccc(C)cn2)C(c2ccc([N+](=O)[O-])cc2)C2=C(CCCC2=O)N1 (stereo unspecified),8.0,-3.6
COc1ccc(NS(=O)(=O)c2c(C)noc2C)c(OC)n1,.,-25.8
O=C(c1ccco1)N1CCN(C(=O)C2CCN(c3nc4cccnc4s3)CC2)CC1,-1.0,-5.5
NC(=O)c1nn(-c2ccccc2)nc1NC(=O)Cn1nnc(-c2ccccc2Cl)n1,5.0,-3.9
Cc1ccc(-c2nc(C(=O)N3CCCCC3)cs2)n1C,6.8,2.3
O=c1ccc2ccc(Oc3ccc(C(F)(F)F)cc3[N+](=O)[O-])cc2o1,-3.0,2.4
O=C(C1CC(=O)N(C2CCCC2)C1)N1CCn2c(nc3ccccc32)C1 (stereo unspecified),-6.8,6.6
CCOC(=O)c1ccc(NC(=O)CN2C(=O)NC3(CCCCC3)C2=O)cc1,0.2,-3.7
CC(C)c1noc(COC2CCCN(C(=O)Cc3cccnc3)C2)n1 (stereo unspecified),-7.5,-8.4
O=C(O)CCCCCN1C(=O)C(=Cc2ccc3c(c2)OCCO3)SC1=S,28.9,-0.9
O=C(NCc1ccco1)c1ccc(CS(=O)(=O)Cc2ccc(Cl)cc2)o1,2.0,-14.1
COc1ccc(C)cc1NC(=O)N1CCc2c(c(COCc3ccccc3F)nn2C)C1,33.8,-2.7
C[C@H](c1ccccc1)N1C[C@@H](COCc2ccccc2)Oc2cccc(Oc3ccc(F)cc3)c2S1(=O)=O,-4.5,-4.7
CC(CCc1ccco1)NC(=O)C1CCN(c2ncnc3c2nc2n3CCCCC2)CC1 (stereo unspecified),-1.1,1.4
CCOc1ccccc1NC(=O)C1CCc2nc(N(CC)CC)ncc2C1 (stereo unspecified),0.1,-10.0
CC(C)(C)c1[nH]nc2c1C(c1ccc([N+](=O)[O-])o1)C(C#N)=C(N)O2 (stereo unspecified),1.0,-0.3
COc1ccc(NC(=O)c2ccc([N+](=O)[O-])c(C)c2)cc1,-3.3,23.4
COc1ccc(C2/C=C\CN(CC(C)C)[C@@H](C)C(=O)N2Cc2ccc(F)cc2)cc1 (stereo partly specified),4.7,-3.5
CCCOC(=O)C1=C(C)NC2=C(C(=O)CC(C)(C)C2)C1c1ccc(C)o1 (stereo unspecified),-4.8,.
CS(=O)(=O)N1N=C(c2ccccc2)CC1c1cc2cc3c(cc2nc1Cl)OCCO3 (stereo unspecified),18.0,-8.6
O=C(NCc1ccco1)N1CCN(Cc2nc3cccnc3n2-c2ccccc2)CC1,8.8,7.9
COc1cc2nc(COc3cccc([N+](=O)[O-])c3)oc(=O)c2cc1OC,-5.0,-3.3
O=C(NCCc1cscn1)C1CSCN1C(=O)c1cccc(Cl)c1 (stereo unspecified),0.4,-3.6
Cc1ccc(C(=O)C=C(CC(=O)c2ccccc2)c2ccccc2)cc1,.,-6.6
COc1cccc(/C=C2\C(=O)NN(c3ccc(Br)cc3)C2=O)c1,7.0,1.1
O=C1CSC(=NC(=O)c2cccc([N+](=O)[O-])c2)N1,-4.8,-2.2
COc1ccc(C(=O)NCCn2cc(SCc3ccc(F)cc3)c3ccccc32)cc1OC,39.0,-3.0
Fc1ccc(CN2CCOCC2)cc1F,-1.3,-2.9
CCc1cc(C(=O)O)c(NC(=O)c2ccccc2I)s1,7.1,9.6
